# HEK293 tox: Cytotoxic Profiling in HEK 293 Cell Line of Diverse Libraries Using Quantitative High-Throughput Screening; AID 1345083, 2018; HEK 293 viability, ATP luminescence (CellTiter-Glo), 48-72 h; 94,000 tested, 6.6% active; Potency, µM (highest dose often 115 µM), inactives show at the highest dose activity change, negative = cytotoxicity, usual class: inhibitors; also: potency is read from the fitted curve at half-maximal effect; nearly all actives have a fitted effect of over 60% in size
#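 Luminescence from cellular ATP, measured with CellTiter-Glo, indicates HEK 293 viability. Cells plated at 250 cells/well are treated with compound for 48 or 72 hr at 37 degree Celsius before reagent addition.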
# NIH3T3 tox: Cytotoxic Profiling in NIH 3T3 Cell Line of Diverse Libraries Using Quantitative High-Throughput Screening; 94,000 tested, 4.3% active; Potency, µM (series often up to 96.7 µM), for the others: top-dose activity change, negative = cytotoxicity, most hits filed as inhibitors; NIH 3T3 viability, CellTiter-Glo ATP luminescence, 48-72 h; also: potency is read from the fitted curve at half-maximal effect; nearly all actives have a fitted effect of over 55% in size
#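 ATP-dependent luminescence (CellTiter-Glo) served as the viability signal for NIH 3T3 cells treated with compound for 48 or 72 hr at 37 °C.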
# GPT2 inhibitor: Primary qHTS assay for inhibitors of Glutamate pyruvate transaminase 2 (GPT2) | Alanine aminotransferase 2 (Homo sapiens), Q8TD30 | Recombinant GPT2, coupled pyruvate oxidase/HRP Amplex Red fluorescence | AID 1671188, 2021 | 100,000 tested, 0.25% active | Potency, µM (highest dose often 57.7 µM), for the others: at the highest dose activity change, negative = inhibition, usual class: inhibitors; also: potency is read from the fitted curve at half-maximal effect; nearly all actives have a fitted effect of over 60% in size; many of its hits are not listed in these tables
# Target sequence (Q8TD30 whole entry, looked up): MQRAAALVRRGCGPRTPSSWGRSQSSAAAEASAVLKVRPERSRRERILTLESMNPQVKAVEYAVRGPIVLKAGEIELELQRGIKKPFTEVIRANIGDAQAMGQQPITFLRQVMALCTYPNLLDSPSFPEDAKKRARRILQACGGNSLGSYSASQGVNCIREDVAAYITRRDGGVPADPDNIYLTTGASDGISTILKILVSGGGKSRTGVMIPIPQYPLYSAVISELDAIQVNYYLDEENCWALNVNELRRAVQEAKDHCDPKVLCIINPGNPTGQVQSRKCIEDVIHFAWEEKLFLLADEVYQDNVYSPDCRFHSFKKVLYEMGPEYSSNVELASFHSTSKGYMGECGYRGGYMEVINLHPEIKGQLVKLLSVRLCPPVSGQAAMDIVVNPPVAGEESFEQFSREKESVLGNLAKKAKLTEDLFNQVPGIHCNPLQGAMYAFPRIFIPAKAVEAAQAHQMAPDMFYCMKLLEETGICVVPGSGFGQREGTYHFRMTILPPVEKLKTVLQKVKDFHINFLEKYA
#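 GPT2 10ng/uL, a-KG 250uM, L-Ala 2mM, HEPES pH7.5 + 0.0001% Tween; 30 min RT. Then Amplex mix (PO/HRP/ThPP), 30 min RT dark, fluorescence. AOA 50uM used as positive control.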
# Luciferase inh: Firefly luciferase inhibition profiling of diverse chemical library using quantitative high-throughput screening; purified P. pyralis luciferase, luminescence, biochemical; Potency, µM (top dose mostly 115 µM), for the others: at the top dose activity change, negative = inhibition, usual class: inhibitors; 76,000 tested, 2.5% active; also: potency is read from the fitted curve at half-maximal effect; nearly all actives have a fitted effect of over 65% in size
#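 Luminescence read by CCD imaging after purified firefly luciferase (10nM final) was added to substrate buffer holding 10uM D-luciferin and 10uM ATP, pH 7.5, pre-dosed with compound.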
# IP6K1 inhibitor: Primary qHTS assay for small molecule inhibitors of Inositol hexaphosphate kinase 1 (IP6K1) | activity change, % (series mostly up to about 58 µM) | Inositol hexakisphosphate kinase 1 (Homo sapiens), Q92551 | AID 1645851, 2021 | 140,000 tested, 0.81% active | IP6K1 kinase, ADP-Glo luminescence, 2 h; hits give low values; in the data active = activity change below about -25%
# Target sequence (Q92551 whole entry, looked up): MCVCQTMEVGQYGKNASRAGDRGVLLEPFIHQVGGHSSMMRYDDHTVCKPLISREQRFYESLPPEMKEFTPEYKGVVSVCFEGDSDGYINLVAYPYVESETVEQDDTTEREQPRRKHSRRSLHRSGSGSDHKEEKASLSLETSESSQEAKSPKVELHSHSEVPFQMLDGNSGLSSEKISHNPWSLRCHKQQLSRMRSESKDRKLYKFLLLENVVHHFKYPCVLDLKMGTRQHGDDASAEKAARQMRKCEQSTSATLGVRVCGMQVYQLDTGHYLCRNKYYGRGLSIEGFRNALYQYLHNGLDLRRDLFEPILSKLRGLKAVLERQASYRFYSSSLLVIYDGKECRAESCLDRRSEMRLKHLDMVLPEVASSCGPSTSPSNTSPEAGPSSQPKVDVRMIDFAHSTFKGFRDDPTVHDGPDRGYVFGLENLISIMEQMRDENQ
#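 ADP-Glo luminescence measures ADP made by human IP6K1 during a 2 h RT reaction with ATP/IP6 (mix at 1.3 mM/130 uM); top library doses 57.5 and 19.1 uM final.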
# SNCA expr inh: Primary qHTS assay for inhibitors of alpha-synuclein gene (SNCA) expression | HEK-293 SNCA-luciferase knock-in, luminescence, 24 h | Potency, µM (highest dose often 57.2 µM), for inactives: top-dose activity change, negative = inhibition, actives largely listed as inhibitors | 140,000 tested, 0.17% active;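 also: potency is read from the fitted curve at half-maximal effect; plate controls were DMSO cells for no effect and cell-free wells for full effect; nearly all actives have a fitted effect of over 45% in size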
# SNCA viab count: GF-AFC viability counterscreen for inhibitors of alpha-synuclein gene (SNCA) expression | Potency, µM (highest dose often 57.1 µM), inactives show at the highest dose activity change, negative = cytotoxicity, most hits filed as cytotoxic | AID 1671193, 2021 | HEK-293-SNCA-luc viability, GF-AFC fluorescence, 24 h | 150,000 tested, 0.12% active;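 also: potency is read from the fitted curve at half-maximal effect; 0% = DMSO-treated cells and -100% = medium-only wells without cells; nearly all actives have a fitted effect of over 30% in size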
#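 Cytotoxicity counterscreen: after 24 h compound treatment of genome-edited SNCA-luciferase HEK-293 cells, live-cell protease substrate GF-AFC read by fluorescence after 30 min; activity scaled between DMSO (0%) and medium-only (-100%), curves Hill-fitted.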
# Active calls of the source: *; i = inactive; u = inconclusive; x = no result given; [ ] = another dose, or the depositor's remark. Unless noted, calls follow the shape of the dose curve; as a rule, active = well fitted curve in the direction sought with a large enough effect; inconclusive = small, poorly fitted or top-dose-only effect, or another doubt; inactive = no such curve, though single readings can be large; an effect the other way counts as inactive or inconclusive. Unless noted, % is scaled to controls: 0 for no effect and ±100 for the full control effect. Some of the compounds tested. The share of hits here may be higher or lower than overall.
SMILES,HEK293 tox,NIH3T3 tox,GPT2 inhibitor,Luciferase inh,IP6K1 inhibitor,SNCA expr inh,SNCA viab count
COC(=O)c1c(NC(=O)C(C)Oc2ccc(Cl)c(C)c2)sc(C)c1C (stereo not drawn),x,x,x,x,44,3%,2%
COCc1nc(-c2ccc(OC3CN(C(=O)NCc4ccc(OC)cc4)C3)cc2)no1,-32%,u,i,-7%,26,9%,4%
CC(C(=O)NCCSCc1cccc(Cl)c1)N(c1ccccc1)S(C)(=O)=O (stereo not drawn),x,x,x,x,1,-12%,-3%
CCCSc1nc2sc3c(c2c(=O)n1-c1ccc(C)cc1)CCCC3,x,x,x,x,-2,-10%,0%
COCCN1C(=O)c2ccccc2C(C(=O)Nc2nncs2)C12CCCCC2 (stereo not drawn),-1%,i,i,1%,-4,-22%,-5%
Cc1cccc(CN2CCc3nc(C(=O)NCc4ccccc4)oc3CC2)c1,u,u,0%[88.5 µM],4%[172 µM],5,-10%[87.6 µM],-5%[87.6 µM]
C1CNCC(c2nc(C3CCOCC3)no2)C1 (stereo not drawn),4%,-4%,-8%,9%,0,-3%,0%
CCN1CC2(CCN(Cc3c(OC)ccc(F)c3F)CC2)OC1=O,-27%,-17%,i,-4%,11,-16%,-17%
CCCCn1cc(S(=O)(=O)c2ccc(CC)cc2)c(=O)c2cc(F)c(N3CCCC(C)C3)cc21 (stereo not drawn),x,x,x,x,2,-3%,-1%
O=C1N(c2ccccc2)C[C@H]2CN(Cc3ccnc4ccccc34)CCN12,u,u,-1%[88.5 µM],-16%[172 µM],3,10%[87.6 µM],-13%[87.6 µM]
CC(C)(C)CC(=O)N1CCC(C(NC(=O)c2ccccc2Cl)C(=O)N2CCCCC2)CC1 (stereo not drawn),-3%,u,i,-10%,5,-7%,3%
O=C(NCCc1ccc(Cl)cc1)C1CCCCN1Cc1ccc(-c2ccsc2)cc1 (stereo not drawn),40µM*,25µM*,-9%,x,-3,-1%,-3%
C=C1C(=O)O[C@@H]2C[C@H](C)C3=CC(=O)[C@H](O)[C@@]3(C)C[C@H]12,x,x,i,x,0,x,-37%
Cc1ccc2nc3c(cc(C#N)c(=O)n3-c3nnc(SCc4ccccc4Cl)s3)c(=O)n2c1,x,x,x,x,7,-15%,4%
COc1cccc(CN2CCN3C(=O)N(Cc4ccccn4)C[C@H]3C2)c1,-5%[172 µM],-14%[138 µM],i,2%[172 µM],5,15%[87.6 µM],4%[87.6 µM]
CN(C)c1nc(C2CC(NC3Cc4ccccc4C3)C2)cc(=O)[nH]1 (stereo not drawn),-2%,i,i,-11%,0,39%[activator],-1%
CCOc1cccc(C2c3[nH]c4ccccc4c3CCN2C(=O)CCC2CCCC2)c1 (stereo not drawn),x,x,x,x,31,62%[activator],-3%
C=C(C)Cn1c(=O)c2c(nc3n2CCN3c2ccc(CC)cc2)n(C)c1=O,x,x,x,x,26,33%[activator],0%
O=C(N1CCC(NS(=O)(=O)c2cccs2)CC1)N1CC2CC(C1)[C@H]1CCCC(=O)N1C2 (stereo partly drawn),-9%,-12%,2%,-9%,10,34%[activator],0%
CCOc1ccccc1NC(=O)Cn1c(=O)c(-c2noc(CC)n2)c2n(c1=O)CCCC2,12%,-10%,i,6%,-3,11%,1%
O=C(O)c1ccc(-c2ccc(C(F)(F)F)cc2)cc1,-4%[172 µM],-18%[138 µM],-16%[88.5 µM],x,-12,40%[activator][87.6 µM],-9%[87.6 µM]
Fc1ccccc1CN1CCOC[C@H]1c1ncc(-c2cccc(Cl)c2)[nH]1,79µM*,79µM*,i,11%[172 µM],-1,-18%[87.6 µM],-4%[87.6 µM]
Cc1ccc(C(=O)N2CCC(Oc3ccc(NC(=O)c4ccccc4)cn3)C2)cc1 (stereo not drawn),u,u,-7%,3%,12,-37%,-22%
Cc1cccc(N2CCn3c2nc2c3c(=O)n(CCCc3ccccc3)c(=O)n2C)c1,x,x,x,x,-5,5%,11%
CC(=O)N[C@H]1CC[C@]2(C)CC[C@@H](C(C)C(=O)NC(C)C)[C@H](O)[C@H]2[C@@H]1C (stereo partly drawn),-1%[172 µM],-3%[174 µM],i,-5%[172 µM],-2,4%[87.6 µM],12%[87.6 µM]
CC(=O)NCCC(=O)N1CCC2(CC1)CC(N[S+](C)(=O)[O-])c1ccccc12 (stereo not drawn),3%,-5%,-6%,x,3,19%,-9%
COc1cccc(CNC(=O)Cn2c(N3CCOCC3)nc(C)cc2=O)c1,3%,i,4%,-4%,2,2%,-11%
COc1ccc(C(=O)N2CCC(Oc3ncccc3C(=O)N3CCCCC3)C2)c(C)c1 (stereo not drawn),-12%,i,i,-5%,27,73%[activator],-1%
Cc1nn(-c2ccc(F)cc2)c(Oc2ccc(F)cc2F)c1CCC(=O)NCc1ccco1,u,u,u,2%,1,-13%,-5%
O=C(c1ccc(=O)[nH]c1)N1C[C@@H](COCC2CC2)[C@H](c2ccccn2)C1,3%,i,i,-3%,2,18%,-18%
CCn1cc(C(=O)N2CCN(c3cc(Cl)ccc3C)CC2)c(=O)c2cc(S(=O)(=O)N3CCOCC3)ccc21,x,x,x,x,19,-7%,-5%
COc1ccc(-c2cc(CNC(=O)c3cn(CCN)nn3)no2)cc1,u,u,-9%,-14%,14,9%,-4%
CN1CCCN(C(=O)Nc2ccc3c(c2)OCCO3)c2ccccc21,-18%,u,0%,11µM*,-3,96%[activator],1%
COc1ccc(CCNC(=O)c2cc(-c3cccc(C(F)(F)F)c3)c3nncn3n2)cc1,u,u,5%,x,5,4%,-5%
CC1(C)C[C@H](O)C[C@@]2(C)OC(=O)C=C12,x,x,i,x,6,x,27%[87.6 µM]
Cc1cccc(NC(=O)C(=O)NCCc2csc(-c3ccc(C(F)(F)F)cc3)n2)c1C,x,x,x,x,-18,20%,19%
Cc1ccc(NC(=O)Cn2ccn3nc(-c4ccc(F)cc4)c(CO)c3c2=O)cc1Cl,u,u,i,-8%,14,0%,0%
CCc1ccc(CNC(=O)CCCN2C(=O)CCn3nc(-c4cccn4C)cc32)cc1,x,x,x,x,2,-1%,-6%
Cc1ccc(CCNC(=O)c2cc3sccc3n2Cc2ccc(F)cc2)cc1,x,x,x,x,0,-5%,14%
COc1ccccc1-c1[nH]nc2ncc(C(=O)Nc3ccc4[nH]ccc4c3)nc12,u,u,-2%[88.5 µM],-10%[172 µM],9,-26%[87.6 µM],-24%[87.6 µM]
COc1ccc(CCC(=O)N2CCC3(CC2)CC(OC)CCO3)cc1 (stereo not drawn),5%,-20%,-28%,-13%,-10,21%,0%[12.5 µM]
CC(=O)c1ccc(N2CCN(C(=O)NCc3noc4ccc(C)cc34)CC2)cc1,x,x,x,x,-9,27%,-3%
CC(NC(=O)C1(c2ccc(NS(C)(=O)=O)cc2)CCCCC1)c1ccccc1 (stereo not drawn),-9%,-8%,i,9%,8,-4%,4%
Cc1nc(C)n(CCCNc2nccc(-c3cc(C(=O)O)ccn3)n2)n1,2%,-28%,-1%,-10%,10,-12%,14%
CC12CCC3C(C)(C)C(O)CCC3(C)C1Cc1c(oc(C(=O)O)cc1=O)O2 (stereo not drawn),x,x,u,x,-4,x,-11%
COCCCn1c(=N)c(C(=O)NC2CCCC2)cc2c(=O)n3cc(C)ccc3nc21,x,x,x,x,26,24%,u
CCOc1ccc(OCC)c(Nc2cc(C)nc3nc(-c4ccco4)nn23)c1,x,x,x,x,-1,-1%,2%
COc1cccc(N2C(=O)NC(=NC3CCCCC3)C23CCCN(Cc2cccnc2)C3)c1 (stereo not drawn),-17%,u,i,x,-2,u,1%
O=C(Nc1ccccc1Cl)[C@H](CSCc1ccccc1)N1Cc2ccccc2C1=O,x,x,x,x,-9,-10%,-4%
O=C(c1cc(C2CC2)[nH]n1)N1CCc2nn(Cc3ccccc3)c(=O)n2CC1,i,4%,i,-7%,-7,-30%,u

# Next compounds:
SMILES,HEK293 tox,NIH3T3 tox,GPT2 inhibitor,Luciferase inh,IP6K1 inhibitor,SNCA expr inh,SNCA viab count
CCCS(=O)(=O)N1CC(=O)N(c2ccc(Cl)cc2)C(C)(C(=O)NC2CCCC2)C1 (stereo not drawn),x,x,x,x,25,-6%,-20%
CCn1c2c(c(=O)n1Cc1ccccc1)CCN(C(=O)c1cccnc1)C2,i,50µM*,i,-3%[172 µM],15,-14%[87.6 µM],3%[87.6 µM]
COc1ccc(N2CCN(C(=O)c3ccc(NC(=O)c4nsc5ccccc45)cc3)CC2)cc1,x,x,x,x,8,u,7%
O=C(NCc1ccc(Cl)cc1)C1CCN(C(=O)c2cnn(-c3ccccc3)c2-n2cccc2)CC1,x,x,x,x,-12,u,-1%
COCC(=O)N1CCCC1C(=O)N1CCC(N2Cc3ccccc3C2=O)CC1 (stereo not drawn),-17%,-11%,4%,x,-6,-9%,-3%
CCOC(=O)COc1ccc2c(c1)C[C@@H](NC[C@H](O)c1cccc(Cl)c1)CC2,x,x,2%,x,-3,x,-22%
O=C(Cn1nc2c(cc1=O)CCCC2)Nc1ccc(C(F)(F)F)cc1,-26%,-29%,0%,3%,13,14%,-10%
Cc1cc(F)ccc1OC1CN(C(=O)c2ccccn2)C1,u,u,u,50µM*,13,176%[activator][87.6 µM],10%[87.6 µM]
CNC(=O)c1cccc(-c2cnc(Nc3ccc(Cl)cn3)c3c2CCO3)c1,u,u,1%[88.5 µM],3.2µM*,-21,75%[activator][87.6 µM],-19%[87.6 µM]
O=C(NCC1CC1)c1ccc2c(c1)OCCN(c1ccccc1)C2,11µM*,u,5%[88.5 µM],-19%[172 µM],1,30%[87.6 µM],5%[87.6 µM]
Cc1ccc(S(=O)(=O)N2CCC(n3cnnc3C)CC2)cc1Cl,-4%,-11%,i,13%,-3,-6%,-1%

# Fetched one by one from the list above, 4 records:
SMILES,HEK293 tox,NIH3T3 tox,GPT2 inhibitor,Luciferase inh,IP6K1 inhibitor,SNCA expr inh,SNCA viab count
O=C(Cn1nc2c(cc1=O)CCCC2)Nc1ccc(C(F)(F)F)cc1,-26%,-29%,0%,3%,13,14%,-10%
CCCS(=O)(=O)N1CC(=O)N(c2ccc(Cl)cc2)C(C)(C(=O)NC2CCCC2)C1 (stereo not drawn),x,x,x,x,25,-6%,-20%
COc1ccc(N2CCN(C(=O)c3ccc(NC(=O)c4nsc5ccccc45)cc3)CC2)cc1,x,x,x,x,8,u,7%
Cc1ccc(S(=O)(=O)N2CCC(n3cnnc3C)CC2)cc1Cl,-4%,-11%,i,13%,-3,-6%,-1%

# Screening data from PubChem BioAssay.
